Source: PubChem
NTR1 agonist: agonists of NTR1, primary screen, imaging, U2OS cells, beta-arrestin-GFP, high content (AID 493036) | Neurotensin receptor type 1 (Homo sapiens), P30989 | NTR1-U2OS beta-arrestin-GFP spot imaging, agonist mode | activation, % at 20 µM | 330,000 compounds, 0.17% hits;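 active = activation at or above 40% of the spot to cytoplasm intensity ratio, with at least 20 cells analyzed; inconclusive = wells under 20 cells, flagged as cytotoxic or low count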;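 note: 0% = DMSO without peptide and 100% = 100 nM NTR1 peptide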
Target sequence (P30989 whole entry, looked up): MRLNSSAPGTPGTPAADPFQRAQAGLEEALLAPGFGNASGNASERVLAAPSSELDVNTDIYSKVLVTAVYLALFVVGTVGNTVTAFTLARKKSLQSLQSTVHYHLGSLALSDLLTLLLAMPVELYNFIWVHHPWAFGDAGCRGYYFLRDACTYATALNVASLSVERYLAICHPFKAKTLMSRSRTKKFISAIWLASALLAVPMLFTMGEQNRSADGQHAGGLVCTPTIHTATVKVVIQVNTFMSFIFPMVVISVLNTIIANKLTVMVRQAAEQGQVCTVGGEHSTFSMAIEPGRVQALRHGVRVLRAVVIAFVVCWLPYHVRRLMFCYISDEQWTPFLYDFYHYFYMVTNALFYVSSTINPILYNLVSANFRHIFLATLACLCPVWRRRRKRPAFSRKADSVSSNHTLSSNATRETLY
TNAP activators: human TNAP enzyme activators, primary screen, biochemical, luminescent, no phosphate acceptor, uHTS (AID 1001); purified TNAP, luminescent activation assay, no phosphate acceptor; higher activation fold means a stronger effect; Alkaline phosphatase, tissue-nonspecific isozyme (Homo sapiens); activation fold at 20 µM; hits with a dose series show EC50 in µM; 200,000 compounds, 0.03% hits; in the data active = activation fold from about 3, or a potency from the dose series; inactive = the rest, 99 in 100 with activation fold below about 1.6; note: many of its hits are not listed in these tables
Myeloid diff 2: induction of myeloid progenitor differentiation, primary screen, cell-based, flow cytometry, MLPCN library; ER-HoxA9 myeloid progenitors, lysozyme-GFP differentiation; calls only at 10 µM; 360,000 compounds, 1% hits; AID 624256, 2012;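 active = normalized GFP-positive differentiation at or above the plate's own cutoff, the solvent-only control mean plus 3 SD; inconclusive = no clear call, values can overlap the other calls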;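 note: cells exposed to compound for four days before flow analysis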
T cell HTS: modulators of CD8 T cell-vesicle binding, primary screen, mouse 2C CD8+ T cells, flow cytometry; 2C CD8+ T cell-vesicle binding; stronger effect = lower value; calls only at 7 µM; 330,000 compounds, 0.068% hits; AID 2052, 2009;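 active = response, share of CD8 T cells binding vesicles, and their 90th percentile fluorescence all below set limits, cut at about 80% in these data, passing the limit was not always enough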
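Benchmarks: naked versus QL9-loaded vesicles / Assay system: purified 2C TCR transgenic mouse naive CD8+ T cells / Technique: high-throughput flow cytometry with anti-B7-1 and anti-CD8 staining / Timing: Cell–vesicle co-incubation 1.5 h at 37 °C, staining 20 min on ice / Read-out: percent CD8+ FL2 mean versus row control / Probe or stimulus: QL9-loaded Drosophila micro-vesicles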
Rac1 GTP hydrolysis: MgcRacGAP GTPase-activating activity inhibitors, confirmation, biochemical, ADP Hunter fluorescence; Rac GTPase-activating protein 1 (Homo sapiens); MgcRacGAP-stimulated Rac1 GTP hydrolysis, ADP Hunter fluorescence; higher % means a stronger effect; GST-tagged Rac1 F28L mutant substrate; inhibition, % at 30 µM; hits with a dose series show IC50 in µM; 340,000 compounds, 0.6% hits; AID 624330, 2012;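 active = first-screen hits whose inhibition reached a set limit at any dose in the follow-up dose series; inconclusive = inhibition above the set first-screen limit but never retested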;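 note: fluorescence reports GDP produced by GAP-driven GTP hydrolysis; strong numbers were not always called active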
UTI89 phage lysis: inhibition of K1F phage lysis, E. coli UTI89, bacterial capsule biogenesis inhibitors, alamar blue (AID 488966). E. coli UTI89 K1F phage lysis, alamar blue, 2 h; higher % means a stronger effect. inhibition, % at 100 µM; hits with a dose series show IC50 in µM. 340,000 compounds, 0.02% hits;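 active = phage lysis inhibition, versus mean bacterial control, above a set limit; inconclusive = no clear call, values can overlap the other calls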;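 note: capsule biogenesis inhibitors block K1F phage lysis so surviving cells raise fluorescence; higher fluorescence means more inhibition of phage lysis; actives were called in the ten point dose series up to 300 µM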
RSV antiviral HEp-2: RSV antiviral activity via CPE protection, HEp-2 cells, primary 10 µM value included (AID 2391); CPE inhibition, % at 10 µM, or IC50 in µM where a hit was titrated; HEp-2 cells, RSV-induced CPE inhibition; higher % means a stronger effect; 310,000 compounds, 0.13% hits; in the data active = a potency from the dose series; inconclusive = CPE inhibition mostly from about 23% at the one dose, without a potency; inactive = the rest, 99 in 100 with CPE inhibition below about 21%; note: strong numbers were not always called active
PhoP inhibition: inhibitors of PhoP regulon expression, primary screen, Salmonella Typhimurium, GFP reporter (AID 1863); S. Typhimurium PhoP-regulated promoter GFP reporter, 4 h; higher % means a stronger effect; inhibition, % at 50 µM, or IC50 in µM where a hit was titrated; 300,000 compounds, 0.16% hits;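 active = inhibition over 29.93%, a cutoff 3 SD above the screen mean, later confirmed by dose response; inconclusive = inhibition over 29.93% but no dose response follow-up; inactive = inhibition at most 29.93% or unconfirmed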;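 note: 0% = low Mg2+ inducing control and 100% = high Mg2+ repressing control; strong numbers were not always called active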
SV40 large T antigen: SV40 large T antigen inhibitors, biochemical (AID 1903). SV40 large T antigen ATPase/helicase inhibition assay; higher % means a stronger effect. inhibition, % at 20 µM; hits with a dose series show IC50 in µM. 310,000 compounds, 0.39% hits; in the data active = a potency from the dose series; inconclusive = inhibition mostly from about 32% at the one dose, without a potency; inactive = the rest, 99 in 100 with inhibition below about 32%; note: strong numbers were not always called active
T cell HTS vesicle-bound %: also measured in T cell HTS; calls as there; double positive events, %; measured here: CD8+ vesicle-bound cell fraction;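 binding gate set so that unloaded-vesicle control wells show 10% double positive cells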
NTR1 agonist cell count 20 µM: recorded beside NTR1 agonist, whose call it bears; cell count; measured here: cell count, cytotoxicity flag
Myeloid diff 2 GFP+ MAC1+ %: recorded beside Myeloid diff 2, whose call it bears; GFP+ MAC1+ double positive, %; measured here: differentiation confirmed by MAC1 staining
* marks the source's active call; other numbers are inactive results; i = inactive; ? = inconclusive; · = no result given; + = active, no number; [ ] = remark or other dose. No enrichment for hits (roughly 2.3% active in at least one column).

SMILES	NTR1 agonist	NTR1 agonist cell count 20 µM	TNAP activators	Myeloid diff 2	Myeloid diff 2 GFP+ MAC1+ %	T cell HTS	T cell HTS vesicle-bound %	Rac1 GTP hydrolysis	UTI89 phage lysis	RSV antiviral HEp-2	PhoP inhibition	SV40 large T antigen
Cc1cc(C)n(CC(=O)N2CCc3ccccc32)c(=O)c1C#N	1.0	45	·	i	0.2	i	35	5%	-0.1%	0.8%	3%	5%
C/C(CC(=O)N1CCN(C=O)CC1)=N\NC(=O)c1cc2ccccc2cc1O	1.6	53	1.2	i	0.4	i	6	19%	2.3%[50 µM]	2.1%	0%	-4%
COc1ccc(C(=O)NCc2ccccc2)cc1S(=O)(=O)N1CCCc2ccccc21	-0.9	70	1	i	0.7	i	48	10%	4.0%	12%	0%	1%
CCN(CC(=O)Nc1ccccc1C(F)(F)F)C(=O)CCc1c(C)[nH]c(=O)c(C#N)c1C	0.8	37	·	?	·	i	19	1%	0.3%	0.2%	-4%	10%
O=C(CSc1nnc(CNC(=O)c2ccccc2F)o1)c1ccccc1	0.7	47	1.1	i	0.7	i	36	8%	2.9%	1.0%	-5%	1%
Cc1cccc(NC(=O)c2nc[nH]c2C(=O)N[C@@H](C)C(=O)OCc2ccccc2)c1	32	46	·	i	0.5	i	30	11%	0.7%	7.0%	-2%	6%
O=C(c1cc(-c2ccccc2Cl)on1)N1CCCC1	0.0	57	·	i	0.7	i	21	7%	0.3%	1.9%	4%	0%
Cc1ccnc(NS(=O)(=O)c2ccc(NC(=O)CSc3nc(-c4ccccc4)cc(=O)[nH]3)cc2)n1	1.3	45	1.1	i	0.7	i	16	6%	0.1%	-2.1%	-3%	14%
Cc1cc(C)c(S(=O)(=O)NCCOc2ccccc2)c(C)c1-n1cnnn1	1.4	45	1	i	0.6	i	28	1%	0.1%	6.5%	4%	-2%
Cc1cccc(-c2nnc(SCC(=O)N3CCOCC3)o2)c1	-0.7	55	·	i	2.2	i	18	4%	0.2%	1.9%	10%	7%
CCN1C(=NCCOC)N[C@@H](c2cccc(C(F)(F)F)c2)C(C(=O)OC)=C1C	5.3	60	·	i	1.9	i	29	8%	0.5%	·	·	·
O=C(COC(=O)/C=C/c1ccc(F)cc1)NC1CCCCCC1	1.0	57	·	i	0.9	i	46	-2%	-4.3%	·	·	·
COc1cc([N+](=O)[O-])ccc1NC(=O)CCCOc1ccccc1	0.4	60	1	i	1.6	i	30	9%	-0.2%	5.5%	-6%	?
CC(CNS(=O)(=O)c1ccc(Cl)cc1)n1cncn1 (centres undefined)	-0.7	54	·	i	0.8	i	51	10%	0.3%	3.5%	-5%	6%
CCCCn1c(N)c(N(CCC(C)C)C(=O)COC(=O)/C=C/c2ccc(F)cc2)c(=O)[nH]c1=O	3.4	40	·	i	1.7	i	19	0%	0.3%	·	·	·
Cc1c(C(=O)O)oc2ccc(S(=O)(=O)N3CCC(C)CC3)cc12	-0.6	51	1.1	i	1.3	i	30	14%	0.5%	2.1%	5%	-1%
COc1ccc2nc3sc(C(=O)NCCCN4CCc5ccccc5C4)cc3cc2c1	-0.4	56	1.1	i	0.2	i	43	24%	1.1%[50 µM]	4.9%	1%	4%
COC(=O)c1ccc(NC(=O)COC(=O)C2CCC2)cc1	-0.3	61	·	i	2.2	i	39	1%	0.6%[50 µM]	-1.6%	-8%	-2%
COc1ccc2nc(N(CCN(C)C)C(=O)/C=C/c3cccs3)sc2c1	9.8	53	1.1	i	0.8	i	29	7%	0.1%	-0.1%	3%	2%
CCOC(=O)Cn1c(=O)c(-c2cc(Br)ccc2N)nc2ccccc21	18	63	·	+	1.2*	i	54	6%	0.4%	1.4%	-6%	7%
CCN1CCCC1CNC(=O)C(=O)NC(C)C (centres undefined)	2.2	62	1	i	2.8	i	34	2%	0.0%	0.3%	4%	7%
O=C(O)CCN1C(=O)c2ccc(Oc3ccc([N+](=O)[O-])cc3)cc2C1=O	0.8	70	·	·	·	i	54	8%	0.5%	1.7%	-5%	9%
COC(=O)c1cc(Br)c(=O)n(Cc2ccc(OC)c(OC)c2)c1	-1.3	44	1.1	i	0.6	i	15	11%	0.2%	-0.1%	17%	23%
Cc1ccc2c(Cn3cc(C(F)(F)F)cc(Cl)c3=O)cc(=O)oc2c1	0.5	47	1	·	·	i	18	·	·	3.9%	-2%	3%
C/C(=N\NC(=O)Cn1nnc2ccccc21)c1ccco1	2.3	48	1.1	i	1.0	i	15	2%	-0.3%	0.9%	6%	9%
COC(=O)c1ccc2c(=O)n(CCCCCC(=O)NCc3ccccc3)c(=O)[nH]c2c1	-0.1	64	1.1	i	0.7	i	19	5%	0.0%	1.0%	0%	1%
COCCN=C1N[C@@H](c2ccc(Br)cc2)C(C(=O)OC)=C(C)N1Cc1ccccc1	4.7	102	·	+	2.9*	i	19	5%	2.6%	-1.9%	5%	16%
COc1ccc(OC)c(NS(=O)(=O)c2cc(OC)ccc2OC)c1	0.4	37	1	i	4.7	i	26	-1%	4.3%	0.4%	-3%	6%
Cc1ccnc(NC(=O)C2CCN(S(=O)(=O)c3ccc(C)c(C)c3)CC2)c1	-0.2	54	·	i	0.9	i	59	1%	0.5%[50 µM]	-1.5%	2%	10%
COc1ccc(CCNC(=O)C2CCN(S(=O)(=O)c3ccc(NC(C)=O)cc3)CC2)cc1OC	2.1	64	·	·	·	i	56	7%	0.2%	1.7%	-3%	25%
O=C(O)c1ccc(-n2cccc2)cc1O	-0.2	69	1	i	1.0	i	16	2%	0.8%	2.8%	-16%	-1%
Cc1cccc(-n2ccnc2CN2CCN(C(C)C)C(CCO)C2)c1 (centres undefined)	-0.2	43	·	i	0.4	i	44	9%	0.5%	-1.6%	-8%	18%
c1ccc(Cc2nn3c(Cn4cnc5ccccc54)nnc3s2)cc1	-1.3	37	1.1	i	3.1	i	7	4%	2.5%	5.6%	5%	9%
COc1ccc(NC(=O)c2ccc(S(=O)(=O)N3CC(C)OC(C)C3)cc2)cc1 (centres undefined)	-1.0	68	·	i	0.4	i	55	-4%	0.5%[50 µM]	·	·	·
CCOC(=O)c1cc([N+](=O)[O-])sc1NC(=O)CC	2.2	55	0.8	i	0.4	i	40	5%	0.3%	1.0%	0%	13%
COc1ccc(N(CC(=O)NC2CCCC2)C(=O)Cn2nnc(-c3ccc(C)cc3)n2)cc1OC	-1.3	57	1.2	i	17	i	16	0%	0.6%	1.0%	-7%	5%
O=C1CC(c2ccccc2)C(C(=O)Nc2ccccc2F)N1 (centres undefined)	1.6	56	1.1	i	2.8	i	48	2%	0.8%	3.3%	0%	10%
CCc1ccc(C(=O)COC(=O)C(CCSC)NC(=O)C23CC4CC(CC(C4)C2)C3)cc1 (centres undefined)	2.6	69	1.1	i	0.2	i	59	11%	0.1%	1.8%	-14%	1%
CC1=N/C(=C/c2cccnc2)C(=O)O1	0.0	52	1.1	i	0.0	i	44	-6%	0.6%	0.5%	2%	2%
COc1cccc2c1OCC(C(=O)OCc1cccnc1)=C2	2.1	60	1	i	0.3	i	37	2%	0.8%	1.4%	0%	8%
COc1cc(/C=N/N(C)C)cc(Br)c1O	-0.1	62	·	i	0.6	i	27	?	1.0%	-0.4%	-5%	5.2µM*
Cc1nc2ccccn2c1C(=O)NCc1ccc2c(c1)OCO2	0.6	43	1.2	i	5.0	i	27	2%	0.3%	5.6%	-2%	21%
CC(NS(=O)(=O)c1ccc(Cl)cc1)C(=O)Nc1ccc2c(c1)OCCO2 (centres undefined)	-0.8	41	·	i	1.1	i	14	8%	0.1%	1.8%	-6%	2%
Cc1ccc(NC(=O)C2C(C(=O)O)C3C=CC2C32CC2)cc1 (centres undefined)	1.4	81	1.1	i	0.9	i	40	11%	0.5%	-0.8%	-5%	1%
CCc1ccc(N(C(=O)CNC(=O)c2cccs2)C(C(=O)NC(C)(C)C)c2cc(OC)c(OC)c(OC)c2)cc1 (centres undefined)	0.7	66	1	i	1.0	i	20	6%	-0.3%	0.5%	-3%	5%
C[C@H](NC(=O)c1nc[nH]c1C(=O)N[C@@H](CCCCN)C(=O)OC(C)(C)C)C(=O)OCc1ccccc1	-0.4	55	·	i	1.7	i	8	4%	0.6%	·	·	·
CCOc1ccccc1NC(=O)c1nc[nH]c1C(=O)Nc1ccccc1OCC	3.2	76	1.2	i	0.1	i	16	7%	0.0%	2.1%	-9%	7%
COc1ccccc1S(=O)(=O)CC(O)COc1ccc(F)cc1Cl (centres undefined)	2.0	48	1	i	0.3	i	49	5%	0.9%	0.0%	2%	4%
O=C1/C(=C\c2ccc(-c3ccccc3[N+](=O)[O-])o2)C(c2ccccc2)=NN1c1ccccc1	4.5	57	0.8	i	0.4	i	6	4%	0.5%	14%	5%	-3%
CCOC(=O)c1cc2sccc2n1Cc1ccccc1	5.4	61	1	i	8.6	i	33	3%	2.6%	-0.5%	2%	13%
CC(C)OP(=O)(CCP(=O)(OC(C)C)OC(C)C)OC(C)C	-0.1	44	·	i	0.6	i	45	11%	0.3%	2.7%	-9%	9%
CC(C)(/C=N/O)/[N+]([O-])=C/c1ccco1	0.8	55	1.1	i	0.5	i	32	7%	0.4%	1.6%	-2%	20%
COc1ccccc1OCC(=O)Nc1ccc(S(=O)(=O)Nc2cc(C)on2)cc1	-0.7	66	·	i	0.1	i	13	9%	0.3%	-0.1%	-2%	3%
